# Screens (PubChem)
# HT1080 cytotoxicity = cytotoxicity in HT1080 fibrosarcoma cells, cell-based, fluorescence readout (AID 620). HT1080 viability, fluorescence; higher % means a stronger effect. cytotoxicity, % at 10 µM; hits with a dose series show EC50 in µM. hit rate 0.42% among 87,000; in the data active = cytotoxicity above about 50%;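 also: cells exposed to compound overnight then 4 h with Alamar Blue; 0% = vehicle DMSO and 100% = killing control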
# * hit, by the source's call. Not all compounds are listed, so the mix of outcomes need not match the whole.
smiles | HT1080 cytotoxicity
CC1(C)CC(=O)c2c(nn(-c3ccccc3)c2-c2ccncc2)C1 | -8.1%
COc1ccc(NC(=O)C(CCSC)N2C(=O)c3ccccc3C2=O)cc1 (centres undefined) | -4.2%
O=C(NC(=S)Nc1nc2c(s1)CSc1ccccc1-2)c1ccccc1 | -6.3%
CNc1sc(C(=O)c2ccccc2F)c(N)c1-c1nc2ccccc2s1 | 0.1%
COC(=O)Nc1sc(C(=O)N(C)C)c(C)c1C(=O)OC | -7.4%
CC(=O)c1cccc(Nc2nc(=O)c3cccnc3s2)c1 | 13.2%
COc1ccccc1C(=O)Nc1ccc(CN2CCCCC2)cc1 | 10.1%
CCC1(C)Cc2ccccc2C(Nc2c(C)n(C)n(-c3ccccc3)c2=O)=N1 (centres undefined) | -6.3%
COc1cccc(NC(=O)Nc2nnc(-c3ccccc3SCc3ccccc3)s2)c1 | -3.2%
COc1cc2[nH]cc(C(=O)NCc3cccs3)c(=O)c2cc1OC | 10.2%
CCOC(=O)c1oc2ccc(CNC3CCCCC3)c(Cl)c2c1C | -2.8%
Cc1ccc(NC(=O)Cc2ccc(F)cc2)cc1 | -6.3%
CCCN(CCC)S(=O)(=O)c1ccc(C(=O)N2CCCc3ccccc32)cc1 | -6.3%
C=CCn1c(SCC(=O)N2CCCCC2)nc(O)cc1=O | -12.3%
CC(=O)c1ccc(NC(=O)C2(c3ccccc3)CCOCC2)cc1 | -1.5%
COC(=O)[C@@]1(Cc2ccc(OC)cc2)[C@H]2c3cc(C(=O)N(C)C)n(Cc4ccsc4Br)c3C[C@H]2CN1C(=O)c1ccccc1 | 1.5%
C=CCc1cccc(OC)c1OCCOCCNCCO | 3.2%
Nn1cnnc1N/N=C/c1cc([N+](=O)[O-])c(Cl)cc1Cl | 3.6%
Clc1ccc(C2C3=C(Nc4ncnn42)c2ccccc2CC3)cc1 (centres undefined) | -2.4%
Cc1ccccc1-n1c(SCc2c(C)noc2C)nnc1-c1cccnc1 | -11.5%
CCOC(=O)CNC(=O)CSc1nc2cccnc2n1CC | 14.1%
COC(=O)c1ccc(NC(=O)CSc2nc3cccnc3n2C)cc1 | -2.4%
CCC(C)(C)n1nnnc1C(c1ccc(O)c(OC)c1)N1CCc2ccccc2C1 (centres undefined) | -5.4%
Cc1ccc(NCC(=O)N/N=C\C(Br)=C\c2ccccc2)cc1 | 8.3%
CCOc1ncccc1C(=O)OCC(=O)NCCc1ccccc1 | 0.9%
CCCCN(C)S(=O)(=O)c1c(C)[nH]c(=O)[nH]c1=O | 3.9%
CCOC(=O)c1sc(N(C)C)nc1-c1ccccc1 | -0.9%
COCCCNC(=O)c1sc2ncnc(N3CCc4ccccc4C3)c2c1C | -21.2%
O=C1CCCc2c1nc(-c1cccc(Cl)c1)n2O | 4.6%
COc1ccc(-c2c(C#N)c(SCC(=O)Nc3ccccc3)nc3c2CCCC3)cc1 | 8.8%
CCCC(=O)N(CCc1ccc(OC)cc1)Cc1nc2ccccc2c(=O)[nH]1 | -3.7%
COc1ccc(CCn2c(C)cc(C(=O)CSc3nnnn3-c3ccccc3)c2C)cc1 | -11.2%
CN(C)S(=O)(=O)N1CCN(Cc2ccccc2)CC1 | -10.3%
CC(C)OC(=O)c1c(NC(=O)c2ccco2)sc2c1CCCC2 | -5.5%
CCCCCCCC(=O)N/N=C/c1cccnc1 | -13.8%
Cc1cc(C)cc(OCC(=O)OCC(=O)Nc2ccc(Cl)cn2)c1 | -2.9%
CC(=O)c1nn(-c2ccc(Br)cc2)cc1C(=O)c1ccco1 | -3.7%
CCOC(=O)c1sc2nccc(N(C)C)c2c1N=CNOCc1ccccc1 | 32.7%
O=C(O)C1CCCCC1C(=O)Nc1ccc(F)cc1F (centres undefined) | -4.8%
O=S(=O)(Cc1ccccc1Cl)CC(O)COc1ccccc1Cl (centres undefined) | 2.7%
COc1ccccc1CC(=O)Nc1ccc(-c2noc(COc3ccc(Br)cc3)n2)cc1 | -0.6%
CC(NCc1ccc2c(c1)OCO2)C(=O)NC1CCCc2ccccc21 (centres undefined) | 17.6%
O=C(O)CN(c1ccccn1)S(=O)(=O)c1ccccc1 | -5.2%
Cc1cc(-c2ccccc2)n2nc(C)c(C#N)c2n1 | -5.0%
COc1cccc(C(C(=O)NC2CCCCC2)N(C(=O)c2ccco2)c2ccc(-n3cnnn3)c(C)c2)c1 (centres undefined) | 10.7%
O=C1NN(c2ccc(F)c(Cl)c2)C(=O)/C1=C\c1cccc(OC(=O)c2cccs2)c1 | 22.0%
COc1ccccc1C(=O)Nc1ccccc1N1CCOCC1 | 23.9%
COc1ccccc1-n1cnnc1SCC(=O)NCc1cccs1 | -2.2%
O=C(NCCN1CCCCC1)c1ccco1 | -0.8%
COc1ccc(CCNC(=O)CNS(=O)(=O)c2cccs2)cc1OC | -1.0%
CC(C)CNC(=O)c1ccc(Cl)c(Cl)c1 | -5.4%
CN(C)CCOc1ncnc2c1oc1ccccc12 | -9.5%
COc1ccc(CCN2C(=O)C3CC=C(C)CC3C2=O)cc1OC (centres undefined) | -2.0%
CC(=O)c1cccc(NC(=O)CN(c2ccccc2F)S(C)(=O)=O)c1 | 15.7%
c1ccc(CSc2nnc(-c3cccnc3)o2)cc1 | 15.7%
CC(C)(C)C1CCc2c(sc(NC(=O)c3cccs3)c2C(=O)N2CCCCC2)C1 (centres undefined) | 27.5%
CCOc1ccc(OCCN(C)Cc2ccccc2)cc1 | 10.7%
Cc1ccccc1-c1nc2sc3c(c2c(=O)n1N)CCCC3 | -11.7%
Cc1nn(C(C)CC(=O)O)c(C)c1Br (centres undefined) | -4.4%
CCOC(=O)c1cnc2nc(C(F)(F)F)[nH]n2c1=O | -4.0%

# (more compounds)
smiles | HT1080 cytotoxicity
Cc1cc(C(F)F)nn1CC(=O)NCc1ccc(Cl)cc1Cl | -14.0%
Cc1cc(=O)[nH]c(SCC(=O)N2CCc3ccccc3C2)n1 | -4.7%
Cc1ccc(-n2c(C)c3c(C)nnc(C)c3c2C)cc1C | -6.1%
CC(=O)Nc1ccc(NC(=O)C(F)(F)F)cc1 | -11.9%
Oc1ccc(-c2nc3ccccn3c2NCc2ccco2)cc1 | -4.9%
C[C@@H](C(=O)Nc1ccc2ccccc2c1)[C@H]1C[C@]1(C)[C@H](NC(=O)Oc1ccc(F)cc1)c1ccccc1 | 5.9%
CCC1=C(OC(=O)N(CC)CC)N2C(=O)OC(=NCC(=O)OC)[C@]2(Cc2ccccc2)[C@H]2C1=CC[C@H]1C(=O)N(CC(=O)OC)C(=O)[C@H]12 | -18.0%
COC(=O)C(O)(CC(=O)Nc1cc(Cl)ccc1Cl)C(F)(F)F (centres undefined) | -15.9%
Cc1ccc(OCCCC(=O)N2CCOCC2)cc1 | -13.5%
O=C(Oc1c(Cl)cc(Cl)c2cccnc12)c1cccs1 | -7.1%
CCN(CC)C(=O)C(Sc1ccccc1)c1ccccc1 (centres undefined) | -10.5%
COc1ccc(NC(=O)c2cc3c(-c4ccc(OC)c(OC)c4)nn(C)c3s2)cc1OC | 15.8%
CN(CC(=O)Nc1nc2ccccc2s1)S(=O)(=O)c1ccc(Br)cc1 | -5.5%
COc1ccc(C2=Nn3c(nnc3-c3ccncc3)SC2)cc1 | -6.8%
CCOC(=O)c1cnc2ccc(C)cc2c1OCc1cc(F)cc(F)c1 | 5.0%
COc1ccc2c(=O)c3c(=O)n(Cc4ccco4)c(-c4ccco4)nc3oc2c1 | -6.5%
O=C(Nc1cccnc1)c1ccco1 | 21.8%
COc1ccccc1NC(=O)C1=C(C)Nc2nnnn2C1c1ccccn1 (centres undefined) | 14.3%
O=C(O)c1ccc(Sc2nnc(-c3cccc(Br)c3)o2)c([N+](=O)[O-])c1 | 1.0%
COc1ccc(-n2cnc3cc(N)ccc32)cc1 | -10.6%
CC(=O)N1[C@H](C)C=C[C@]1(Cc1ccccc1)C(=O)NCCN1CCOCC1 | -5.0%
COc1ccc(NC(=O)C(C)N2c3cccc4cccc(c34)S2(=O)=O)cc1 (centres undefined) | 6.9%
CCOc1cc(-n2nc(C)c(C#N)c2N)nc(SC)n1 | 2.4%
CCCCCCC(=O)N(O)C1CC(=O)N(c2ccc(C)cc2)C1=O (centres undefined) | -0.9%
CC1CCN(C(=O)COC(=O)[C@H](C)NS(=O)(=O)/C=C/c2ccccc2)CC1 | -0.1%
COC(=O)C1CCN(C(=O)/C=C/c2ccc(OC)cc2)CC1 | -9.6%
CC1=CC(C)(C)Nc2ccc(OC(=O)CN3C(=O)C4CCCCC4C3=O)cc21 (centres undefined) | -1.0%
c1ccc2oc(-c3ccc(Nc4nc(N5CCCCC5)nc(N5CCOCC5)n4)cc3)nc2c1 | 5.2%
CC1=CC(C)(C)N(C(=O)C(C)N2C(=O)c3ccccc3C2=O)c2ccc(C)cc21 (centres undefined) | 5.3%
Cc1nc2cc(-c3ccsc3-n3c(C)ccc3C)[nH]n2c(=O)c1Cl | 5.8%

# Part of the list above, field by field:
COC(=O)C(O)(CC(=O)Nc1cc(Cl)ccc1Cl)C(F)(F)F (centres undefined)
  HT1080 cytotoxicity: -15.9%
Cc1ccc(OCCCC(=O)N2CCOCC2)cc1
  HT1080 cytotoxicity: -13.5%
O=C(Oc1c(Cl)cc(Cl)c2cccnc12)c1cccs1
  HT1080 cytotoxicity: -7.1%
CCN(CC)C(=O)C(Sc1ccccc1)c1ccccc1 (centres undefined)
  HT1080 cytotoxicity: -10.5%

# Remaining list, next part.
compound,HT1080 cytotoxicity
Cc1cccc(C)c1NC(=O)/C(=C/c1ccco1)c1ccccc1,-14.7%
O=C(Nc1nnc(-c2ccccc2F)s1)C1CCCO1 (centres undefined),-13.9%
CCN1C(=O)C2(C(C#N)=C(N)Oc3n[nH]c(-c4ccc(Cl)cc4)c32)c2ccccc21 (centres undefined),-27.5%
c1ccc(-c2nc(NCc3ccco3)c3ccccc3n2)cc1,-5.4%
CCOC(=O)c1ccc2[nH]c(C)c(C)c2c1,-9.4%
Cn1ncc(Br)c1C(=O)N/N=C/c1ccc(OS(=O)(=O)c2ccccc2)cc1,-6.9%
COC(=O)c1sc2nc(CSc3nc4ccc(C)cc4[nH]3)[nH]c(=O)c2c1C,-6.0%
CC(C)n1cnc2cc(NCc3ccco3)ccc21,-12.2%
CCOC(=O)Nc1ccc(C)cc1NC(=O)OCC,-2.5%
[O-][n+]1onc2c3cc(-c4ccccc4)nnc3ccc21,-7.1%
CCOC(=O)C1C(=O)CC(C)(O)C(C(=O)OCC)C1c1ccccc1 (centres undefined),-4.9%
CSc1nc2ccccc2n1CC(=O)Nc1c(C)cccc1C,-17.1%
CC(C)NC(=O)C(=O)NC1CCCCCC1,-3.1%
COc1ccc(CCNC(=O)CN(c2ccccc2)S(C)(=O)=O)cc1OC,-11.1%
CCOC(=O)n1c(=O)oc2ccc(Cl)cc21,14.9%
Cc1nc2c(cnn2-c2ccccc2Cl)c(=O)n1-c1ccc(N2CCC(C)CC2)cc1,0.5%
COc1cc2c(cc1OC)C(SC)=NC(C)(C)C2,-7.0%
Cc1ccc(C2Nc3ccc4ccccc4c3C3=C2C(=O)CC(C)(C)C3)o1 (centres undefined),1.4%
COc1ccc(OCC(=O)Nc2nc3ccccc3[nH]2)cc1,-8.8%
COCCn1c(SCC#N)nnc1-c1ccc(OC)cc1,8.3%
O=C(O)c1cc2c(ccc3ccccc32)oc1=O,5.4%
Cc1nnc(NC(=O)c2cccc(S(=O)(=O)N3CCOCC3)c2)s1,-1.0%
CCN(CC)C(=O)COc1cc(C)c(Cl)c(C)c1,1.8%
COc1ccc(NS(=O)(=O)c2ccc3oc(SC4CCOC4=O)nc3c2)cc1 (centres undefined),0.3%
OCCNc1nc2ccccc2n1-c1ncnc2sc3c(c12)CCC3,-3.3%
CC(C)C(=O)Nc1ccc(C(=O)N2CCCCCC2)cc1,-12.8%
CCN(CC)S(=O)(=O)c1ccc(Oc2ccccc2)cc1,9.2%
O=C(CN1CCSCC1)c1c[nH]c2ccccc12,-4.6%
CC1CCC(C(=O)NC(C(=O)NCc2cccnc2)C(C)C)CC1 (centres undefined),8.0%
CCC(=O)n1nc(-c2ccc(OC)cc2)nc1SC,7.2%

# By substructure: the entries above with a CF3 group
compound,HT1080 cytotoxicity
CCOC(=O)c1cnc2nc(C(F)(F)F)[nH]n2c1=O,-4.0%
CC(=O)Nc1ccc(NC(=O)C(F)(F)F)cc1,-11.9%
COC(=O)C(O)(CC(=O)Nc1cc(Cl)ccc1Cl)C(F)(F)F (centres undefined),-15.9%

# Grouped by structure: the entries above containing a nitro group on carbon (two)
compound,HT1080 cytotoxicity
Nn1cnnc1N/N=C/c1cc([N+](=O)[O-])c(Cl)cc1Cl,3.6%
O=C(O)c1ccc(Sc2nnc(-c3cccc(Br)c3)o2)c([N+](=O)[O-])c1,1.0%

# Continuation:
compound,HT1080 cytotoxicity
CC1CCCC(C)N1CCNC(=O)Nc1ccc(Cl)cc1 (centres undefined),-4.8%
Cc1ccc(C(=O)Nc2sc3c(c2C(=O)NCc2ccco2)CCCC3)cc1,7.2%
COc1cc(CNC(C)c2ccccc2)c(Br)cc1OCC(N)=O (centres undefined),35.1%
Cc1ccc(S(=O)(=O)N(C)c2ccc(N)cc2)cc1,-4.2%
CCOC(=O)c1sc2nc(C(C)C)c3c(c2c1N)CC(C)(C)OC3,-16.5%
CC(C)(O)C(=O)NN(C(=O)c1ccccc1)c1cccc(Br)c1,-6.1%
CC(C)(C)c1ccc(N2C(=O)Cc3c2nc(N)c(C#N)c3N)cc1,4.9%
CCN(CC)S(=O)(=O)c1cccc(-c2nnc(SCc3nnc(-c4ccccc4)o3)n2C)c1,-4.2%
COc1ccc(NC(=O)C2CCCN(C)C2)cc1OCC(C)C (centres undefined),5.8%
CCCN=C(C)c1c(-c2ccccc2)[nH]n(-c2nc3ccccc3s2)c1=O,19.9%
CCCCn1c(N)c(Sc2ccccc2)c(=O)[nH]c1=O,5.0%
CC/C(=N\NS(C)(=O)=O)c1ccccc1,5.0%
CCc1c(C)nc2cc(-c3cc(OC)cc(OC)c3)nn2c1N1CCN(CCN2CCOCC2)CC1,-17.5%
